Bioassay records as filed in PubChem BioAssay.
Cav3 T inh = inhibitors of human Cav3.2 T-type calcium channel | actives 4% (n = 100,000) | Cav3.2-expressing cells, Fluo-4 calcium fluorescence FDSS; stronger effect = lower value | B-score at 10 µM | O95180;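 active = single-dose well whose peak fluorescence ratio is a statistical outlier from its plate by either plate-standardised score or position-corrected B-score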
Target sequence (O95180 whole entry, looked up): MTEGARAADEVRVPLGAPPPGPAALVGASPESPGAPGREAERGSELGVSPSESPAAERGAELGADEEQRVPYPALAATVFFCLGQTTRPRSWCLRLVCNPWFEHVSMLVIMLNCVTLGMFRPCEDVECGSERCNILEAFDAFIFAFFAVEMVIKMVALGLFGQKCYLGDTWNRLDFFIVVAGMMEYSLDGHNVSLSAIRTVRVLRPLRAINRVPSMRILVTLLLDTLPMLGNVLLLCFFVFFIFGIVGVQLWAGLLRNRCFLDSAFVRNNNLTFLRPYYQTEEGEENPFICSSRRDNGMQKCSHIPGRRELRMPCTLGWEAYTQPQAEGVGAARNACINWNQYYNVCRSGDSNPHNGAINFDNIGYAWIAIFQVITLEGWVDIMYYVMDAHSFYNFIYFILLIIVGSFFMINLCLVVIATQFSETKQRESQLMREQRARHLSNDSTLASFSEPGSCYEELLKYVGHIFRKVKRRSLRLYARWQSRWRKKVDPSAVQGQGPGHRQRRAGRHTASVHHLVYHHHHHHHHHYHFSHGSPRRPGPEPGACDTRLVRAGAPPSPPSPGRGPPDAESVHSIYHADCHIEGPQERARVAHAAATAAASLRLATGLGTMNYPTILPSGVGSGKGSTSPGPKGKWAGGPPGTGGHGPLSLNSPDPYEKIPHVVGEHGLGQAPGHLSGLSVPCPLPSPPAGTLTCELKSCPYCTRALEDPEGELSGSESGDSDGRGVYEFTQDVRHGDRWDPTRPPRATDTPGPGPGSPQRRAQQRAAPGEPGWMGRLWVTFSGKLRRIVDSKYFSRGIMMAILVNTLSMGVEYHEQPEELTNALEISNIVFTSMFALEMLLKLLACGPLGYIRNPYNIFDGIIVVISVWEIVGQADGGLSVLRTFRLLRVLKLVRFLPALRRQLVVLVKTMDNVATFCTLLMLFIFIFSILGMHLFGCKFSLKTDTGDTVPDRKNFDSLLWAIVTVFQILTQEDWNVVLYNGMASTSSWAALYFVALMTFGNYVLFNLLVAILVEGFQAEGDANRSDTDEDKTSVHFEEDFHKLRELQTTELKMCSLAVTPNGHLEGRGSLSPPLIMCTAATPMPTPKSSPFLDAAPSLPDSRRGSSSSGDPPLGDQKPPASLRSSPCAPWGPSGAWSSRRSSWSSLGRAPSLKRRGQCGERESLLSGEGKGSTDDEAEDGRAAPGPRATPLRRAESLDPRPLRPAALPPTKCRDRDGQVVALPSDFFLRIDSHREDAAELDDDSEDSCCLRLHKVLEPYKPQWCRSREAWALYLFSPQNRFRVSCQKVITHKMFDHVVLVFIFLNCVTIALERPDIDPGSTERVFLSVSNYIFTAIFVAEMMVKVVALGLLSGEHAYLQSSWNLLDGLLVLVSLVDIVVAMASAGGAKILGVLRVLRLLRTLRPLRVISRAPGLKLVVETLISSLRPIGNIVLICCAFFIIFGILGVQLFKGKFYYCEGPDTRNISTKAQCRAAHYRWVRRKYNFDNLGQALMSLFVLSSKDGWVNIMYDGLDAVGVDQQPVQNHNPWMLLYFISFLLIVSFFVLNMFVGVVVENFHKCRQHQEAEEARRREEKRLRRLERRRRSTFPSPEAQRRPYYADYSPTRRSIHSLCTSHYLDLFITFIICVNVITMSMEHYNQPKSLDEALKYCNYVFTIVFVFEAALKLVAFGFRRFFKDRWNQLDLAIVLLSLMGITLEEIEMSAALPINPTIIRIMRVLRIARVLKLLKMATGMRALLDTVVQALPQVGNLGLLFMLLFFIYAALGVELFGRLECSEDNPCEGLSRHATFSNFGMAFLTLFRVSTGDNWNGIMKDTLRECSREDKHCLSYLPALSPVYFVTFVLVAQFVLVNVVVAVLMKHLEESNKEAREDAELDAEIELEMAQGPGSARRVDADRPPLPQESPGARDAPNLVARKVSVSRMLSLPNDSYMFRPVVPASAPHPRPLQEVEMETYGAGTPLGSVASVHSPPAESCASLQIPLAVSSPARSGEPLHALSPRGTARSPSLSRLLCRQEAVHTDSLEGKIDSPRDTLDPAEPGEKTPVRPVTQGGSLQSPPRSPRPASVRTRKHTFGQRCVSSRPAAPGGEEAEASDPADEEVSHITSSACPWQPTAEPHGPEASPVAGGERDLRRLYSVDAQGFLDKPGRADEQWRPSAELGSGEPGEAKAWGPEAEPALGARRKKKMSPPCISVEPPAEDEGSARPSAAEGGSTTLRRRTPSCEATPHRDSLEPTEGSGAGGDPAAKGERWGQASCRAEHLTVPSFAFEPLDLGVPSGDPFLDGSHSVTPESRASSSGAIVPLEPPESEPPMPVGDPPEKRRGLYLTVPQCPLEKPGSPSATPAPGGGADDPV
Numbers without * were called inactive. The list is partial; count on the stated rates, not on these rows.

Start of the data: the first 19 compounds, to show the layout:
SMILES | Cav3 T inh
CCCCN(C)C(=O)C(Cc1ccccc1)NS(=O)(=O)c1ccc2c(c1)CCC(=O)N2 (stereo unspecified) | -0.269
CCCCCC(C(=O)O)C(C)CC(=O)NC1CCCCC1 (stereo unspecified) | 0.349
CCC/C=C1/CCCOC(C(=O)NCCNCCO)(C(F)(F)F)C1 (stereo unspecified) | 1.42
CCOC(=O)c1ccccc1NC(=O)CN(c1ccccc1OCC)S(C)(=O)=O | -0.327
CC1=C(C(=O)Nc2ccccc2Cl)C(c2ccc(N(C)C)cc2)NC(=O)N1 (stereo unspecified) | 0.53
Cc1nn(C)c(Cl)c1NC(=O)OCc1ccccc1 | -0.99
Cc1ccc(-c2nnc(SCC(=O)Nc3ccccc3N3CCOCC3)o2)cc1 | 0.0119
CSc1nnc(-c2ccncc2)n1CCCN1CCCC1=O | 0.936
Cc1nc2cc(C(F)(F)F)ccc2n1C1CCN(CC(=O)NC(C)(C)C)CC1 | 1.43
Cc1ccc(C)c2[nH]c(=O)c(C(c3nnnn3Cc3ccccc3)N3CCc4ccccc4C3)cc12 (stereo unspecified) | -0.943
CCOc1ccc(-n2c(=O)c3c(C)c(C)sc3n(CC(=O)NCc3ccco3)c2=O)cc1 | -3
O=C(CN1C(=O)CSc2ncccc21)NCCN1CCOCC1 | 0.031
Cc1ccc2sc(NC(=O)CN3C(=O)CCC3=O)nc2c1C | -1.74
CC1CCCC(C)N1C(=O)CN1CCN(c2nc(-c3ccc(F)cc3)cs2)CC1 (stereo unspecified) | -2.94
CCCc1cc(Nc2ccccc2OCC)n2ncnc2n1 | 0.073
Cc1n[nH]c(C)c1S(=O)(=O)N1CCc2ccccc21 | 0.405
Cn1cnnc1Sc1nc2c(c(=O)n(C)c(=O)n2C)n1C | -0.121
Cc1ccc(P(C)(=O)c2ccc(C)cc2)cc1 | 0.257
O=C1C2CCCN2C(c2ccc(Br)cc2)N1c1ccc(F)cc1 (stereo unspecified) | -0.215

This part in full, from the first entry:
SMILES | Cav3 T inh
CCCCN(C)C(=O)C(Cc1ccccc1)NS(=O)(=O)c1ccc2c(c1)CCC(=O)N2 (stereo unspecified) | -0.269
CCCCCC(C(=O)O)C(C)CC(=O)NC1CCCCC1 (stereo unspecified) | 0.349
CCC/C=C1/CCCOC(C(=O)NCCNCCO)(C(F)(F)F)C1 (stereo unspecified) | 1.42
CCOC(=O)c1ccccc1NC(=O)CN(c1ccccc1OCC)S(C)(=O)=O | -0.327
CC1=C(C(=O)Nc2ccccc2Cl)C(c2ccc(N(C)C)cc2)NC(=O)N1 (stereo unspecified) | 0.53
Cc1nn(C)c(Cl)c1NC(=O)OCc1ccccc1 | -0.99
Cc1ccc(-c2nnc(SCC(=O)Nc3ccccc3N3CCOCC3)o2)cc1 | 0.0119
CSc1nnc(-c2ccncc2)n1CCCN1CCCC1=O | 0.936
Cc1nc2cc(C(F)(F)F)ccc2n1C1CCN(CC(=O)NC(C)(C)C)CC1 | 1.43
Cc1ccc(C)c2[nH]c(=O)c(C(c3nnnn3Cc3ccccc3)N3CCc4ccccc4C3)cc12 (stereo unspecified) | -0.943
CCOc1ccc(-n2c(=O)c3c(C)c(C)sc3n(CC(=O)NCc3ccco3)c2=O)cc1 | -3
O=C(CN1C(=O)CSc2ncccc21)NCCN1CCOCC1 | 0.031
Cc1ccc2sc(NC(=O)CN3C(=O)CCC3=O)nc2c1C | -1.74
CC1CCCC(C)N1C(=O)CN1CCN(c2nc(-c3ccc(F)cc3)cs2)CC1 (stereo unspecified) | -2.94
CCCc1cc(Nc2ccccc2OCC)n2ncnc2n1 | 0.073
Cc1n[nH]c(C)c1S(=O)(=O)N1CCc2ccccc21 | 0.405
Cn1cnnc1Sc1nc2c(c(=O)n(C)c(=O)n2C)n1C | -0.121
Cc1ccc(P(C)(=O)c2ccc(C)cc2)cc1 | 0.257
O=C1C2CCCN2C(c2ccc(Br)cc2)N1c1ccc(F)cc1 (stereo unspecified) | -0.215
CCOC(=O)c1cc(C#N)c(Oc2ccc(F)cc2)nc1-c1ccccc1 | -1.4
O=C(Nc1ccc(N2CCOCC2)cc1)C1CC1 | 0.158
Cn1c(SCC(=O)Nc2ccccc2F)nnc1-c1cc2ccccc2o1 | 0.053
CN(C)c1cc(=O)n2c(n1)SCCC2 | 1
COc1ccccc1NC(=O)C1CCCN(c2cc(C)nc3ncnn23)C1 (stereo unspecified) | 2.18
CCCC/C=C/C(NC(=O)c1ccc(-c2ccccc2)cc1)c1ccccc1 (stereo unspecified) | -0.46
COc1ccccc1NS(=O)(=O)c1cc(Cl)ccc1OC | -2.35
CCOC(=O)CSc1nn(C)c(=S)s1 | -1.41
COC(=O)c1ccc(=O)n(Cc2ccc3c(c2)OCO3)c1 | -0.841
O=C(Nc1cnc2ccccc2c1)N1CCOCC1 | 0.526
COc1cc(C)nc(N2CCC(C(=O)NC3CCCCC3)CC2)n1 | 1.03
Cc1sc2nc(C(C)Nc3ccccc3N3CCOCC3)[nH]c(=O)c2c1C (stereo unspecified) | -2.37
COn1c(SCc2cccnc2)nc2ccccc2c1=O | 0.104
c1ccc(COc2ccc(Nc3ncnc4nc[nH]c34)cc2)cc1 | 0.445
O=C1CC(c2ccc(F)cc2)Sc2ccccc2N1 (stereo unspecified) | 0.0221
O=C(CSc1nnc(-c2cccs2)o1)N1CCCCC1 | 0.352
CCN1CCN(C(c2cc(OC)ccc2OC)c2nnnn2Cc2ccccc2)CC1 (stereo unspecified) | 1.13
COC(=O)c1ccc(-c2ccc(OC)c([C@H]3[C@H]4C=CC[C@@H](C)[C@@H]4C(=O)N3Cc3ccccc3)c2)cc1 | -2.55
N#C/C(=C\c1ccc(O)c(O)c1)C(=O)NCCCc1ccccc1 | -3.2
O=C(NCCOC(=O)c1ccc(C(=O)OCCNC(=O)c2ccccc2)o1)c1ccccc1 | -0.0147
O=S(=O)(c1cccc2cccnc12)N1CCc2ccccc21 | 0.0362
O=C(COc1ccccc1)NNC(=S)NC(=O)c1ccc(Cl)cc1Cl | -4.09*
COc1ccc(C(C)=O)c2c1OCCO2 | 0.857
CC1(C)CC(=O)C=C(NCCc2ccc(S(N)(=O)=O)cc2)C1 | 1.06
COc1cccc(C(=O)Nc2ccc(C)cc2)c1 | 0.254
FC(F)(F)c1ccc(N2CCOCC2)c(Nc2nc3ccccc3n3cnnc23)c1 | -0.293
COc1ccc(C(c2nnnn2CCc2ccccc2)N2CCN(C3CCCC3)CC2)cc1 (stereo unspecified) | 0.0333
COc1ccc(C2C(C#N)=C(N)OC3=C2C(=O)CC(C)(C)C3)c(OC)c1OC (stereo unspecified) | 1.24
Cc1nnc(SCc2cc(=O)[nH]c(N3CCCCC3)n2)s1 | -0.063
N#Cc1ccccc1CSc1nc2ncc(Br)cc2[nH]1 | -0.353
Cc1cccc(N/C(N)=N/c2nc3c(c(=O)[nH]2)CCCC3)c1 | 0.0363

More results follow:
SMILES | Cav3 T inh
Cc1ccc(-c2noc(COc3ccc4c(c3)OCO4)n2)cc1 | -0.345
CCn1c2ccccc2c2cc(NC(=O)c3ccc([N+](=O)[O-])cc3)ccc21 | 1.16
Cc1cc(C(F)(F)F)nn1CC(=O)N1CCOCC1 | 0.378
Cn1c(N2CCN(C(=O)NCc3ccccc3)CC2)nc2ccccc21 | -0.037
CCOC(=O)C1(S(=O)(=O)c2ccc(Cl)cc2)CCN(Cc2ccc(Cl)cc2)CC1 | -1.17
COc1ccc(OC)c(S(=O)(=O)n2nnc3cc(Cl)ccc32)c1 | -0.472
COc1ccc(-n2c(SCC(=O)Nc3ccc(C(=O)O)cc3)nnc2-c2cccs2)cc1 | 1.76
CCC(C)(C(=O)NC1CCCC1)N(C(=O)c1ccccn1)c1ccc(C)cc1 (stereo unspecified) | 1.38
CCO[C@@H]1OC(C(=O)NCc2nc3ccccc3[nH]2)=C[C@H](C(C)(C)C)[C@H]1CCCO | 0.007
Cc1cc(C)c(O)c(-c2cc(C(=O)NCc3ccccc3)[nH]n2)c1 | -1.12
CCOC(=O)CCCOC(=O)c1ccc(S(=O)(=O)N(C)C)cc1 | -0.061
COc1ccc(NC(=O)C2(N(CC(C)C)C(=O)Cn3nnnc3N)CCCCC2)cc1 | 0.595
CCOC(=O)N1CCN(C(=O)c2cn(C)c3ccc(S(=O)(=O)N4CCCC4)cc3c2=O)CC1 | 0.616
COC(=O)c1c(CCl)noc1C(=O)NCC1CCCO1 (stereo unspecified) | 1.33
CC#CCN1c2ccccc2[C@]23C[C@@H](C(=O)OC)N(C(=O)NC4CCCCC4)C2=NC(C(=O)OC)=C(C(=O)OC)[C@H]13 | -0.737
CCn1c2ccccc2c2cc(NC(=O)CSc3nnc(-c4cccc(OC)c4)n3N)ccc21 | -1.42
CCOC(=O)c1ccc(-n2cncn2)nc1 | 0.102
CCN1C(=O)CS/C1=C(\C#N)S(=O)(=O)c1ccccc1 | 0.925
COC(=O)c1ccc(NC(=O)CSc2nnc(C)n2-c2ccccc2)cc1 | 0.117
Cc1ccc(-c2nnn(CC(=O)NC3CCCc4ccccc43)n2)cc1 (stereo unspecified) | -2.21
Cc1ccc(-c2nc3ccccc3[nH]2)cc1NC(=O)/C=C/c1ccco1 | -2.24
O=C(Nc1ccc2c(c1)OCO2)C1CCCN(S(=O)(=O)c2cccs2)C1 (stereo unspecified) | 1.84
COC(=O)c1ccccc1NC(=O)c1ccc2c(c1)C(=O)N(Cc1ccco1)C2=O | 1.07
CC1CCN(C(=O)CSc2nnc(CN3CCOCC3)n2-c2ccccc2)CC1 | 0.0303
O=S(=O)(c1ccccc1)N1CCN(c2cc(-c3ccccc3)nc3ncnn23)CC1 | 0.676
CCSC1=C(C#N)C2(CCCC2)C(C#N)=C(N)N1 | 0.778
Cc1ccc2cc(CCNC(=O)C(C)(C)C)c(=O)[nH]c2c1 | 0.278
CCO[C@@H]1OC(C(=O)N2CCN(C)CC2)=C[C@H](c2ccc(C(F)(F)F)cc2)[C@H]1CCCO | 0.243
O=C(NCCOc1ccc(Cl)cc1)C1CC(=O)N(c2ccc(F)cc2)C1 (stereo unspecified) | -2.65
Cn1cccc1C(=O)Nc1nccs1 | 0.976
CCOc1ccc(NC(=O)c2cnsn2)cc1 | -0.00932
Cc1ccc(CC(=O)Nc2nc3ccccc3[nH]2)cc1C | -1.1
CCOC(=O)c1cn(CC)c2ccc(Br)cc2c1=O | 0.253
Cc1cc(=O)oc2cc(OCC(=O)OCC(=O)NCc3ccc4c(c3)OCO4)ccc12 | -0.174
CC(=O)C1=C(C)Nc2cc(C(F)(F)F)ccc2S1 | 0.955
COc1ccc(CSCC(=O)N/N=C/c2ccc(OCC(=O)N3CCCCC3)cc2)cc1 | 0.0631
CS(=O)(=O)n1nc(OC(=O)c2cccs2)cc1N | 1.02
O=C(CN(Cc1ccco1)C(=O)CNS(=O)(=O)c1ccccc1)NCc1ccc(F)cc1 | -0.963
Cc1c(C#N)c2ccccc2n1CC(=O)NCc1ccccc1 | -1.59
Cc1c(NC(=O)c2cc(-c3ccccc3)on2)c(=O)n(-c2ccccc2)n1C | 0.4
O=C(CC1NC2CCCCC2NC1=O)Nc1cccc(C(F)(F)F)c1 (stereo unspecified) | 0.473
Cc1c(-c2ccc(F)cc2)nc(N)c(C#N)c1-c1ccco1 | 0.513
CCOC(=O)C1CCN(C(=O)c2oc3ccc(S(=O)(=O)N4CCCCCC4)cc3c2C)CC1 | -1.85
CC(C)Oc1ccc(Cc2cnc(N)nc2N)cc1 | 0.527
CCOc1ccc(C2CC(c3ccc(OC)c(OC)c3)n3nc(N)nc3N2)cc1 (stereo unspecified) | -1.52
O=C(CCCN1C(=O)CSc2ncccc21)N1CCN(Cc2ccccc2)CC1 | 0.997
CC(C)c1nc(=S)c2ccccc2[nH]1 | 0.0157
CN1CCN(c2nc(-c3ccco3)cc(C(F)(F)F)n2)CC1 | 0.0519
COc1ccc(N=Cc2nc(-c3ccco3)oc2O)cc1 | -0.52
Cc1cccc(N2CCN(C(=O)c3ccc4ncsc4c3)CC2)c1C | -4.15

Later entries:
SMILES | Cav3 T inh
O=C(CSc1nc2ccccc2o1)N1CCN(c2ccccc2)CC1 | -0.102
O=C(COc1ccc(S(=O)(=O)NCc2ccccc2)cc1)N1CCOCC1 | 0.889
CCc1cc2c(=O)c(Oc3ccccc3)c(C)oc2cc1O | 0.394
COc1cccc(-c2nnc(SCC(=O)Nc3ccc(OC)c(OC)c3)n2N)c1 | 0.902
Cc1cccc(C)c1NC(=O)CSc1nnc(Cc2ccccc2)o1 | 1.34
O=C(c1ccc2c(c1)OCO2)[C@@H]1[C@@H]2C(=O)N(C3CCCCC3)C(=O)[C@@H]2C2c3ccccc3C=CN21 (stereo partly specified) | -1.71
CCNC(=O)CC1SC(=Nc2cccc(Cl)c2C)N(C)C1=O (stereo unspecified) | 0.483
CN1CCN(S(=O)(=O)c2cccc([N+](=O)[O-])c2)CC1 | 0.453
COc1ccccc1-c1n[nH]c2c1[C@H](C)CC[C@H]2C(C)C | -2.06
N#Cc1nc(COc2ccc(Cl)cc2)oc1N1CCN(Cc2ccccc2)CC1 | -2.56
COc1ccc(OC)c(Nc2nc(-c3sc(NC(=O)CC(C)C)nc3C)cs2)c1 | -0.537
O=C1NN(c2ccc(Cl)c(Cl)c2)C(=O)/C1=C/c1cccc(OC(=O)c2cccs2)c1 | -0.578
CC(C)(C)S(=O)(=O)c1ccc2nc3c(n2c1)CCCC3 | -0.114
CC(C)n1c(=O)c2c(O)cc(=O)oc2c2ccccc21 | 0.512
O=C(/C=C/c1ccc([N+](=O)[O-])cc1)NCC1CCCO1 (stereo unspecified) | 0.0822
O=C(CSc1ncn[nH]1)NCCC(c1ccccc1)c1ccccc1 | -0.147
O=C(CSc1ccc2nnc(-c3cccc(F)c3)n2n1)NCc1ccco1 | 0.505
COc1cc(/C=C/C(=O)c2c(O)cc(C)oc2=O)cc(OC)c1O | 0.914
CCOC(=O)C1=C(C)NC(=O)NC1/C=C/c1ccccc1 (stereo unspecified) | 0.2
COc1ccc(-c2nnc3c4ccccc4c(C)nn23)cc1S(=O)(=O)N1CCN(CCO)CC1 | 1.7
CCOC(=O)COc1ccc(S(=O)(=O)Nc2ccc3c(c2)OCCO3)cc1 | -3.1
COC(=O)c1ccccc1NC(=O)c1cc(-c2cccs2)on1 | 0.439
O=C(NCc1ccc(OC(F)(F)F)cc1)C1CC(c2ccc(C(F)(F)F)cc2)=NO1 (stereo unspecified) | -2.83
NS(=O)(=O)c1ccc(NC(=O)c2ccccc2Cl)cc1 | 0.142
O=C(COc1cc(=O)n2c(n1)SCCC2)c1ccccc1 | -0.641
